APEX1 inh: qHTS Assay for Inhibitors of the Human Apurinic/apyrimidinic Endonuclease 1 (APE1). AID 2517, 2012. Potency, µM (doses to about 65.8 µM), for the others: top-dose activity change, negative = inhibition, hits mostly inhibitors. DNA repair nuclease/redox regulator APEX1 (Homo sapiens), P27695. actives 0.35% (n = 350,000). recombinant APE1, TAMRA/BHQ-2 abasic DNA cleavage fluorescence;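 also: plate controls were vehicle for no effect and reference inhibitor for full effect; nearly all actives have a fitted effect of over 55% in size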
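Quantitative HTS: incision of a TAMRA/BHQ-2 double-stranded substrate bearing a tetrahydrofuran abasic site by 0.75 nM APE1 raises fluorescence. Substrate 50 nM final, added after 15 min compound preincubation at room temperature; progress as third-minus-first kinetic read difference.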
G9a block: qHTS Assay for Inhibitors of Histone Lysine Methyltransferase G9a; G9a H3K9 monomethylation, AlphaScreen, 2 h; Potency, µM (series often up to 102 µM), without a hit: at the highest dose activity, negative = inhibition, actives largely listed as inhibitors; actives 8.8% (n = 350,000); also: % is scaled to controls: 0 for no effect and ±100 for the full control effect; nearly all actives have a fitted effect of over 75% in size
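G9a (20 nM) was preincubated 15 min with compound, then reacted 2 h at room temperature with 500 nM biotin-H3K9 peptide and 20 µM SAM. Monomethyl-H3K9 detected by AlphaScreen using anti-H3K9me1 antibody.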
BAZ2B block: qHTS Assay for Inhibitors of BAZ2B; AID 504333, 2011; Potency, µM (series often up to 114 µM), inactives show top-dose activity change, negative = inhibition, actives largely listed as inhibitors; actives 4.4% (n = 360,000); AlphaScreen BAZ2B-H3K14Ac peptide displacement; Bromodomain adjacent to zinc finger domain protein 2B (Homo sapiens), Q9UIF8; also: % is scaled to controls: 0 for no effect and ±100 for the full control effect; nearly all actives have a fitted effect of over 60% in size
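AlphaScreen luminescence quantifies BAZ2B engagement of H3K14Ac peptide; the protein and biotinylated peptide are both at 50 nM final, buffer PBS pH 7.4 with 0.01% Tween-20, all steps at room temperature.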
Apoferritin bind: qHTS Assay for Identification of Novel General Anesthetics | Potency, µM (top dose mostly 77.5 µM), for inactives: top-dose activity change, negative = displacement, actives largely listed as inhibitors | apoferritin/1-aminoanthracene competitive binding, fluorescence | AID 485281, 2010 | Ferritin light chain (Equus caballus), P02791 | actives 0.074% (n = 350,000); also: % is scaled to controls: 0 for no effect and ±100 for the full control effect; nearly all actives have a fitted effect of over 20% in size
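Read-out: endpoint 1-AMA fluorescence, excitation 380 nm and emission 535 nm, after compounds sit 10 min at room temperature with 10 uM horse-spleen apoferritin in 50% saturated 1-AMA/PBS. Values come from four-parameter Hill fits.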
Pol kappa inh: qHTS for Inhibitors of Polymerase Kappa. DNA polymerase kappa (Homo sapiens), Q9UBT6. purified Pol kappa, fluorescent DNA synthesis assay, 10 min. Potency, µM (doses to about 107 µM), without a hit: at the top dose activity, negative = inhibition, hits mostly inhibitors. actives 0.53% (n = 400,000); also: % is scaled to controls: 0 for no effect and ±100 for the full control effect
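Inhibition of 10 nM Pol kappa is measured by a fluorescent read-out at 0 and 10 min following addition of 50 nM substrate (final), with a 15-min room-temperature compound preincubation.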
POLB inh: qHTS Assay for Inhibitors of DNA Polymerase Beta; AID 485314, 2010; P06746; Pol beta primer extension/strand displacement, fluorescence kinetic; Potency, µM (series often up to 114 µM), without a hit: top-dose activity change, negative = inhibition, hits mostly inhibitors; actives 1.3% (n = 340,000); also: % is scaled to controls: 0 for no effect and ±100 for the full control effect
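Pol beta (10 nM) and compounds were preincubated 15 min at room temperature, then 50 nM substrate (final) started primer extension/strand displacement. Reads were taken at 0 and 10 min; concentration-response data were fitted to a four-parameter Hill equation.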
Pol eta inh: qHTS for Inhibitors of Polymerase Eta | actives 1.2% (n = 390,000) | recombinant Pol eta, fluorescent DNA replication assay | AID 588591, 2011 | Potency, µM (highest dose often 114 µM), for inactives: at the top dose activity change, negative = inhibition, hits mostly inhibitors | DNA polymerase eta (Homo sapiens), Q9Y253; also: % is scaled to controls: 0 for no effect and ±100 for the full control effect
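Fluorescent replication assay: 50 nM final substrate added after a 15 min room-temperature compound preincubation with 10 nM enzyme. Signal taken at 0 min and again at 10 min.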
BLM helicase inh: qHTS Assay for Inhibitors of Bloom's syndrome helicase (BLM) | RecQ-like DNA helicase BLM (Homo sapiens), P54132 | recombinant BLM DNA unwinding, fluorescence dequenching | Potency, µM (doses to about 56.1 µM), for the others: at the top dose activity change, negative = inhibition, actives largely listed as inhibitors | actives 0.2% (n = 350,000) | AID 2528, 2010;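 also: plate controls were vehicle for no effect and no enzyme for full effect; nearly all actives have a fitted effect of over 35% in size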
Pol iota inh: qHTS for Inhibitors of Polymerase Iota. DNA polymerase iota (Homo sapiens), Q9UNA4. Pol iota fluorescent replication assay, 10 min. Potency, µM (series often up to 115 µM), for inactives: at the top dose activity, negative = inhibition, actives largely listed as inhibitors. actives 1% (n = 390,000)
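Fluorescent replication assay read twice, at 0 min and 10 min after adding 50 nM (final) substrate. Enzyme (10 nM) and compounds were first incubated 15 min at room temperature; enzyme-free buffer wells were negative controls.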
Starred values were filed as active, the others as inactive; ? = inconclusive; / = no result given; & = joins results of further samples; [ ] = dose if it differs, or a comment. Calls follow the shape of the dose curve; as a rule, active = well fitted curve in the direction sought with a large enough effect; inconclusive = small, poorly fitted or top-dose-only effect, or another doubt; inactive = no such curve, though single readings can be large; an effect the other way counts as inactive or inconclusive. Potency is read from the fitted curve at half-maximal effect. This is a subset; the hit share may differ from the screen's.

SMILES	BAZ2B block	Apoferritin bind	POLB inh	G9a block	BLM helicase inh	Pol eta inh	APEX1 inh	Pol kappa inh	Pol iota inh
CCc1ccc(-n2c(C)nc3cc(C(=O)NCc4cccnc4)ccc32)cc1	-22%	-6%	2%	50µM*	-4%	-14%	-2%	-4%	18%
O=C(NCCc1ccc(Cl)cc1Cl)c1ccc2nc[nH]c2c1	-3%	-11%	34%	/	0%	-16%	-7%	-2%	3%
Cc1cc(-c2ccc(S(=O)(=O)Nc3cc(Cl)ccc3C)s2)on1	5%	-15%	-10%	7%[59 µM]	-4%	10%	/	-13%	-2%
O=C(CS(=O)(=O)c1ccc(F)cc1)NCCS(=O)(=O)c1ccccc1	-1%	-10%	21%	-10%	1%	-5%	-12%	8%	-11%
COc1ccc(Nc2nc3ccc(C)cc3n3cnnc23)cc1Cl	-3%	0%	16%	4%	-7%	/	17%	/	/
Cc1nc2cc(OCc3cc(C(=O)NC(C)c4cnn(C)c4)no3)ccc2s1 (stereo unspecified)	-22%	-6%	6%	?	0%	-21%	10%	-4%	5%
CN1C[C@@H]2C(c3ccc(Cl)nc3)C3(c4ccccc4)CC2(C3)[C@H]1c1ccccc1 (stereo partly specified)	?	-6%&8%	13%	8%[12.7 µM]	-6%&-7%	3%	0%&18%	3%	-7%
Cc1ccc(C)c(CN2C(=O)c3ccccc3S(=O)(=O)c3ccc(C(=O)N4CCN(c5ccccn5)CC4)cc32)c1	?	-13%	1%	?	-5%	/	/	-13%	4%

The list goes on, starting with the last two of the part before.
SMILES	BAZ2B block	Apoferritin bind	POLB inh	G9a block	BLM helicase inh	Pol eta inh	APEX1 inh	Pol kappa inh	Pol iota inh
CN1C[C@@H]2C(c3ccc(Cl)nc3)C3(c4ccccc4)CC2(C3)[C@H]1c1ccccc1 (stereo partly specified)	?	-6%&8%	13%	8%[12.7 µM]	-6%&-7%	3%	0%&18%	3%	-7%
Cc1ccc(C)c(CN2C(=O)c3ccccc3S(=O)(=O)c3ccc(C(=O)N4CCN(c5ccccn5)CC4)cc32)c1	?	-13%	1%	?	-5%	/	/	-13%	4%
Cc1cc(C)c2nc(N(Cc3cccnc3)C(=O)Cc3ccccc3)sc2c1	-7%	2%	0%	-4%[59 µM]	-12%	-14%	/	0%[60.1 µM]	36%[activator]
CC(=O)N1N=C(c2cccc([N+](=O)[O-])c2)OC1c1ccccc1Cl (stereo unspecified)	?	?	20%	36%[12.7 µM]	-2%	-2%	-3%	-8%	31%[activator]
O=C(NCc1cccc(Cl)c1)c1cnccn1	10%	-8%	17%	-3%	-3%	-10%	12%	-15%	31%
O=C(OCc1nnc(-c2ccccc2)o1)C1=COCCO1	6%	-7%	-4%	-3%[12.7 µM]	-4%	1%	4%	-12%	-5%
COc1cc(OC)c2c(-c3cccc(-c4ccc(F)c(Cl)c4)c3)cc(=O)oc2c1	/	/	/	/	/	-2%	-20%	3%	12%
O=C(N1CCOCC1)N1CCN(S(=O)(=O)c2ccccc2)C1	-1%	-5%	7%	-32%[12.7 µM]	-2%	0%	1%	-14%	4%
Cc1cccc(C(=O)Nc2ccc(O)cc2C(=O)O)c1	?	1%	15%	?	-3%	-14%	9%	4%	-6%
C/C(CCc1ccccc1)=N\NC(=O)c1ccccc1[N+](=O)[O-]	1%	-12%	-24%	2%[59 µM]	0%	-3%	1%	4%	8%
CCN1CCN(CCNC(=O)c2ccc(CS(=O)c3ccc(Br)cc3)o2)CC1 (stereo unspecified)	-9%	-5%	79%	12%	1%	-14%	34%	6%	22%
CCN(CC)c1ccc(N2C(=O)c3ccccc3C2=O)cc1	6%	1%	3%	-4%[12.7 µM]	-2%	-16%	-2%	-8%	19%
COc1ccc(/C=C/C(=O)O)cc1S(=O)(=O)N1CCCC1	-7%	24%	?	?	0%	18µM*	18%	-11%	41%[activator]
Cn1c(NC(=O)c2ccc(Cl)cc2Cl)cc(=O)n(C)c1=O	3%	-13%	22%	-5%	4%	-4%	-9%	9%	16%
CCNc1nc(NCC)n2c(SC(C)C(=O)c3ccc(C)cc3)nnc2n1 (stereo unspecified)	9%	-12%	35%	-13%	3%	-5%	11%	-20%	52%
CC1Oc2ccccc2N(CC(=O)N2CCCCC2)C1=O (stereo unspecified)	2%	-6%	22%	2%[59 µM]	-2%	-16%	19%[12.4 µM]	-1%	79%[activator]
Cc1ccc(S(=O)(=O)N2CCCC(C(=O)N3CCN(C)CC3)C2)cc1 (stereo unspecified)	-36%	-1%	?	10µM*	-1%	-16%	4%	-1%	24%
COc1ccc(C)cc1NC(=O)CSc1nnc(-c2ccc(C)cc2)o1	2%	-17%	5%	-19%	-3%	-2%	-9%	-13%	-3%
Cc1ccc(NC(=O)CNC(=O)C2CCCCC2)nc1	1%	/	/	-1%	/	-7%	-11%	6%	44%[activator]
Oc1ccc(/C=N/NC(=S)NCc2ccco2)cc1	6%[57.1 µM]	-10%	12%	-15%[12.7 µM]	-5%	-20%	18%	-2%	23%
O=C(CCC(=O)N1CCCC1)N1CCCC1	-32%	-4%	13%	?	-4%	-20%	36%	-4%	41%[activator]
O=C(Cn1cnc([N+](=O)[O-])n1)N/N=C/c1ccccc1O	14µM*	-13%	-2%	95%[activator][59 µM]	1%	-12%	1%	3%	-6%
O=C(Nc1cccnc1)c1cc(-c2ccc(Cl)cc2Cl)on1	-16%	4%	45%	-11%	-4%	-14%	-1%	-2%	19%
O=C1c2ccccc2C(O)N1c1cccnc1 (stereo unspecified)	5%	-2%	7%	-14%	0%	-4%	1%	-11%	1%
CCc1ccc(Cn2c(CNS(=O)(=O)c3ccc([N+](=O)[O-])cc3)nc3cccnc32)cc1	-1%	?	0%	27%[59 µM]	-1%	-24%	/	-2%[60.1 µM]	-24%
CCn1c2ccccc2c2nnc(SCc3cc(=O)n4ccsc4n3)nc21	7%	-10%	12%	?	-2%	/	10%	/	/
COc1ccc([C@H]2CC(=O)C=C(c3ccc(C)c([N+](=O)[O-])c3)C2)cc1	-37%	/	/	0%[0.501 µM]	/	-10%	0%	1%	25%
C[n+]1nc(Nc2ccccc2)sc1-c1ccc(O)cc1	-1%	-13%	56%	?	0%	-9%	13%	-6%	23%
N#CC1=C(N)N2C(=C(C#N)C1c1ccc(Br)cc1)Nc1ccccc12 (stereo unspecified)	4%	6%	13µM*	10µM*	-22%	56µM*	-4%	-40%	?
COc1ccc(C(=O)N/C(=C\c2cn(C)c3ccccc23)C(=O)NCCN2CCOCC2)cc1OC	?	-15%	13%	50µM*	-4%	-5%	12%	-4%	1%
Cc1ccc(C(=O)OCc2cc(=O)n3nc(CC(C)C)sc3n2)cc1	-2%	-13%	12%	1%[59 µM]	1%	2%	/	-22%	9%
C=CCCC(=O)Nc1ccc(COC(=O)N2CCOCC2)cc1	6%	2%	-16%	8%[12.7 µM]	-2%	-6%	2%	-5%	30%[activator]
CCOC(=O)N1CCN(c2nc(-c3ccc(OC)cc3)no2)CC1	6%	-9%	23%	-20%	-5%	-8%	15%	-3%	32%[activator]
COc1ccc(S(=O)(=O)N(C)C[C@@H]2Oc3ccc(NC(=O)Nc4c(C)noc4C)cc3C(=O)N([C@H](C)CO)C[C@@H]2C)cc1	/	/	/	/	/	1%	-13%	0%	-22%
COCC(=O)Nc1cc(Cl)ccc1C(F)(F)F	4%	-1%	8%	8%[0.501 µM]	-4%	/	-2%	/	/
CC(=O)NC12CC3CC(C1)CC(C(=O)N1CCN(S(=O)(=O)c4cccs4)CC1)(C3)C2	14%	/	/	5%[12.7 µM]	/	-7%	-2%	-4%	-11%
c1ccc2c(CSc3nnc(-c4ccncc4)o3)cccc2c1	4%	?	27%	50µM*	-4%	-14%	0%	-6%	5%
O=C(CNC(=O)c1ccc(OC(F)F)cc1)Nc1cccc(S(=O)(=O)N2CCCC2)c1	-5%	/	/	-24%	/	-14%	36%	-5%	15%
Nc1ccc(O)c(-c2nc3ccccc3s2)c1	-28%	-6%	7.9µM*	14µM*	-26%	?	-11%	?	?
COc1cc(/C=C2\SC(=S)N(Nc3ncc(C(F)(F)F)cc3Cl)C2=O)ccc1O	35µM*	?	14µM*	40µM*	-20%	?	?	-34%	14µM*
Cc1cc(=O)n2nc(N3CCCC3C(=O)Nc3cccc(F)c3)sc2n1 (stereo unspecified)	9%	-11%	0%	27%	1%	-7%	30%	6%	11%
Cc1ccccc1-n1cc(CNC(=O)CC2C(=O)NCCN2C/C=C/c2ccccc2)cn1 (stereo unspecified)	-4%	-14%	2%	?	-4%	-26%	2%	-5%	65%[activator]
COc1ccc(CCC(=O)NCCc2csc(-c3ccc(C(F)(F)F)cc3)n2)cc1	-6%	47%[activator]	11%	-10%[59 µM]	-1%	-12%	/	1%[60.1 µM]	-11%
CN(c1ccccc1)S(=O)(=O)c1ccc2[nH]c(=O)oc2c1	-30%	-7%	50µM*	?	-8%	32µM*	-28%	-28%	11µM*
CC1CCN(CCOc2ccc(C(=O)c3ccccc3)cc2)CC1	?	-14%	7%	7.1µM*	-7%	-20%	4%	-5%	112%[activator]
